PABP1 MLLE inh = blocks PAM2 peptide binding to the PABP1 MLLE domain; P11940; GST-MLLE / FITC-PAM2 fluorescence polarization; inhibition, % at 20 µM; actives 0.36% (n = 360,000); in the data active = inhibition above about 35%, passing the limit was not always enough;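 also: plate controls were DMSO wells with GST-MLLE for no effect and wells lacking GST-MLLE protein for full effect; some results filed as inactive read as strong as hits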
Rin1 Abl inh = human Rin1-Abl interaction inhibition; P00519+Q13671; TR-FRET Rin1/Abl binding, biochemical; inhibition, % at 7.35 µM; actives 0.4% (n = 360,000); in the data active = inhibition above about 5%, passing the limit was not always enough
FAS TE block = blocks the thioesterase domain of human fatty acid synthase; P49327; recombinant FAS-TE, OMFH fluorogenic substrate, fluorescence endpoint; inhibition, % at 15 µM; actives 0.67% (n = 360,000); AID 602261;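 active = compounds whose normalised, plate-corrected inhibition of enzyme fluorescence in the single-dose primary screen is 50% or more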;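 also: 0% = DMSO with enzyme and 100% = substrate without enzyme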
CendR NRP1 mod = NRP-1/CendR interaction modulation. actives 0.85% (n = 360,000). O14786. FAM-RPARPAR peptide binding to NRP-1, fluorescence polarization. inhibition, % at 25 µM;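 active = inhibition or corrected inhibition above about 18%, plus a signal ratio from 0.5 to 1.5, limit read from the data, passing the limit was not always enough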; also: strong numbers were not always called active
MT1-MMP act inh = inhibitors of human MT1-MMP activation | HT1080 RFP-PRO-GFP cells, GFP/RFP ratio fluorescence, overnight; percent of plate control window, DMSO zero | GFP/RFP ratio change, % at 20 µM | actives 0.061% (n = 360,000) | AID 651647;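 active = GFP/RFP ratio change of at least 30% with cell ATP level not reduced by more than half and red fluorescence within 50% of control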; also: strong numbers were not always called active
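Assay system: HT1080 RFP-PRO-GFP cells. Benchmarks: DMSO vehicle wells and RFP-L50D-GFP reporter cell wells. Times: overnight cell settling, then overnight compound exposure, 37 °C, 5% CO2. Compound: 20 µM single dose, 1% DMSO. Read-out basis: GFP/RFP fluorescence ratio.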
SKN-1 inh = blocks SKN-1 activity in C. elegans | C. elegans VP596 Pgst-4::GFP/RFP ratio, acrylamide-induced, 24 h | inhibition, % at 21.8 µM | actives 0.49% (n = 360,000) | AID 624304;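 active = interference check ratio from 0.5 to 1.5 plus GFP to RFP signal ratio inhibition reaching or exceeding a fixed threshold, cut at about 30% in these data, passing the limit was not always enough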; also: some compounds called inactive have numbers as strong as hits
Neddyl block = inhibitors of human cullin neddylation; TR-FRET cullin neddylation, biochemical; calls only at 25 µM; actives 0.58% (n = 360,000); AID 651699; in the data active = inhibition above about 36%
bovine MsrA act = activates bovine MsrA enzyme; purified bovine MsrA, absorbance read-out; activation, % at 10.6 µM; actives 0.3% (n = 360,000); AID 602163; in the data active = activation above about 7.5%;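 also: 0% = vehicle and 100% = reference activator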
E coli Lon inh = inhibits E. coli Lon protease | P0A9M0 | purified E. coli Lon protease, fluorescence polarization | inhibition, % at 7.94 µM | actives 0.42% (n = 360,000) | AID 602123; in the data active = inhibition above about 13%, passing the limit was not always enough;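 also: 0% = enzyme with probe and DMSO and 100% = no enzyme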
Target sequence (P0A9M0 whole entry, looked up): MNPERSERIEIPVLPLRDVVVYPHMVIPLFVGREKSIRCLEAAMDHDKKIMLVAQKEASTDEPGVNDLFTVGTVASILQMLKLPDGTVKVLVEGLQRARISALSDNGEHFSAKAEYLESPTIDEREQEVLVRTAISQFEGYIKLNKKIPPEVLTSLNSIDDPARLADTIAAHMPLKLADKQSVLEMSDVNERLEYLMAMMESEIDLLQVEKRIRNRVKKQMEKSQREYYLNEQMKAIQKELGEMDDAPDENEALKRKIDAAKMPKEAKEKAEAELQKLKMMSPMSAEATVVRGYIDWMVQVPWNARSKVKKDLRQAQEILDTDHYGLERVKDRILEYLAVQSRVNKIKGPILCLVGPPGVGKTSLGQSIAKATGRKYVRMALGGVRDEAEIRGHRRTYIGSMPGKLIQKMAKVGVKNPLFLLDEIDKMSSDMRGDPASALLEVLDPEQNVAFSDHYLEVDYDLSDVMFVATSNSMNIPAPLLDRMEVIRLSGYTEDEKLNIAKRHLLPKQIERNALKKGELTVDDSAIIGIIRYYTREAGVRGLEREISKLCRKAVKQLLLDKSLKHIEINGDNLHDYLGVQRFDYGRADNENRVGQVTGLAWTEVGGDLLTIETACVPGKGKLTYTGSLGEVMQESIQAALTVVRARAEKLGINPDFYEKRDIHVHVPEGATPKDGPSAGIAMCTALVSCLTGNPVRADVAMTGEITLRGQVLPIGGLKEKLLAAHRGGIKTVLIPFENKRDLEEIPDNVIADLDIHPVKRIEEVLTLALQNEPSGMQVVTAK
* = called active by the depositor; i = inactive; nt = no result given.

Start of the listing, in advance (2 entries):
SMILES	PABP1 MLLE inh	Rin1 Abl inh	FAS TE block	CendR NRP1 mod	MT1-MMP act inh	SKN-1 inh	Neddyl block	bovine MsrA act	E coli Lon inh
COC(=O)c1ccc2nc(C)cc(Nc3ccccc3C)c2c1	1	-4	-3	-82	5	2	i	-4	-9
CC(C)=CCN1CCN(C/C(Cl)=C/c2ccccc2)CC1CCO (configuration not stated)	-13	-6	-4	-3	12	-4	i	-1	-4

The listing, from the first entry:
SMILES	PABP1 MLLE inh	Rin1 Abl inh	FAS TE block	CendR NRP1 mod	MT1-MMP act inh	SKN-1 inh	Neddyl block	bovine MsrA act	E coli Lon inh
COC(=O)c1ccc2nc(C)cc(Nc3ccccc3C)c2c1	1	-4	-3	-82	5	2	i	-4	-9
CC(C)=CCN1CCN(C/C(Cl)=C/c2ccccc2)CC1CCO (configuration not stated)	-13	-6	-4	-3	12	-4	i	-1	-4
COc1ccc(NC(=O)Cn2nnc(-c3ccc(CN4CCOCC4)cc3)n2)c(OC)c1	-3	1	-4	1	-1	9	i	-8	2
N#C/C(=C\c1ccc(F)cc1)C(=O)Nc1ccccn1	3	-3	-3	6	-2	-1	i	-8	2
Cn1c(SCC(=O)NNC(=O)c2ccccc2O)nnc1-c1ccccc1	9	0	-3	-1	3	-3	i	-2	0
COc1cc(OC)c2c(-c3ccccc3)cc(C3CCCCC3)nc2c1	0	-4	13	-3	-5	9	nt	-6	-9
CC(=O)c1ccc(N2CCN(C(=O)/C=C/c3ccc(S(=O)(=O)N4CCOCC4)cc3)CC2)cc1	-11	-2	4	26*	-3	16	i	-1	-1
COC(=O)c1ccc(C2C3=C(Nc4nnnn42)c2ccccc2OC3)cc1 (configuration not stated)	-19	0	15	-3	-1	-30	nt	-9	-8
S=C(NCCc1ccccc1)N1CCN(C(c2ccccc2)c2ccccc2)CC1	-89	0	24	-7	-12	8	i	-6	3
CCN(CC)c1ccc(NC(=O)Nc2ccccc2)cc1	8	-2	0	5	5	-16	i	-14	0
CC(=O)c1nn(-c2cccc(C(F)(F)F)c2)c(=O)[nH]c1=O	6	4	-3	17	4	19	i	-3	-6
COc1ccc(OC(=O)CCCN2C(=O)c3ccccc3C2=O)cc1	0	0	5	-11	10	-14	i	-4	-5
CN(CC(=O)Nc1ccc(F)cc1)C(=O)Cn1cnc2ccc(Cl)cc2c1=O	9	-1	5	11	-2	7	i	-3	-3
CN(c1ccccc1)S(=O)(=O)c1cccc(NC(=O)c2ccc3ncsc3c2)c1	-11	-6	23	11	-4	2	i	-2	7
O=S(=O)(NCc1ccccc1)c1ccc(Cl)c(S(=O)(=O)NCc2ccccc2)c1	0	-1	16	-8	1	-4	i	1	-2
c1ccc(-n2ncc3c(N4CCCC4)ncnc32)cc1	12	-2	-7	1	1	6	i	-12	2
CCOc1ccccc1NS(=O)(=O)c1ccc(Br)s1	-14	6	7	-9	3	7	i	-2	-6
O=C(NCCc1ccccn1)C1CCN(S(=O)(=O)c2ccc3ccccc3c2)CC1	2	0	-1	8	-1	0	i	-7	-1
COc1ccccc1N1CCN(c2nc(N)c(C#N)c(CC#N)c2C#N)CC1	-90	-7	7	-24	-2	-11	i	-2	-13
O=C(/C=N/O)Nc1ccccc1C(=O)O	9	-5	-8	0	2	-25	i	-3	0
Cc1ccc(OCCOc2ccc(Br)cc2)c([N+](=O)[O-])n1	-1	-4	37	10	3	18	i	-9	-1
CN(C)CCCN(C(=O)c1ccc(S(=O)(=O)N2CCCCCC2)cc1)c1nc2c(F)cccc2s1	3	0	8	1	-3	4	i	-7	3
O=C(Nc1ccc(Cl)cc1-c1nc2ccccc2s1)c1ccco1	5	-1	13	2	-1	-11	i	-5	-10
O=C(CSc1nnc(CNC(=O)c2c(F)cccc2F)o1)NCc1ccccc1	31	3	0	10	-1	-10	i	-3	-3
CCN(CC)S(=O)(=O)c1ccc(-c2cn3ccc(C)cc3n2)cc1	-3	-1	3	-8	1	-2	nt	-1	-2
CCOc1cc(/C=C2\C(=O)N(c3cccc(C(F)(F)F)c3)C(=O)c3ccccc32)ccc1O	15	0	-10	-13	-5	4	nt	-3	-3
Cn1c(=O)cc(OCCCC(=O)N2CCN(c3ccccc3)CC2)c2ccccc21	-10	-3	-5	11	-5	-12	i	-12	-11
Cn1c(N2CCC(C(N)=O)CC2)nc2c1c(=O)n(Cc1ccc(Cl)cc1)c(=O)n2C	13	-2	-5	6	2	-10	i	-8	-8
CCOC(=O)c1ccc(Nc2nc(C)cc(C)c2C#N)cc1	-7	1	3	1	-4	10	i	-1	0
Cn1c(N)c(N2CCCCC2)c(=O)n(CC(=O)Nc2cccc(C#N)c2)c1=O	2	-1	10	-5	1	19	i	-2	-4
COc1cc(-c2nc(-c3ccc(NC(=O)c4ccc5c(c4)OCO5)cc3)no2)cc(OC)c1OC	-12	-1	-2	-17	0	18	i	-1	0
Fc1ccccc1CNc1nc(-c2cccnc2)nc2ccccc12	-46	1	6	-18	-4	31	i	-2	-27
CCCCNc1nc(-c2ccccc2)nc(-n2ccnc2)n1	-9	0	-4	-5	4	19	i	-2	1
CCO[C@H]1OC(C(=O)N2CCN(Cc3ccccc3)CC2)=C[C@@H](c2cn(C(C)=O)c3ccccc23)[C@@H]1CCCO	-9	2	0	-2	2	3	i	-2	1
N#C/C(=C/c1cn(-c2ccccc2)nc1-c1cccc(S(=O)(=O)N2CCCC2)c1)C(=O)NCc1ccco1	-7	1	23	-49	-7	9	i	-4	6
O=C(c1cnn2c(C(F)(F)F)cc(-c3ccc(Br)cc3)nc12)N1CCOCC1	-4	1	-5	-4	3	2	i	4	-4
Cc1ccc(S(=O)(=O)NCCC(=O)NC2CCCCC2)cc1	1	-1	-5	8	1	9	i	-1	-4
COc1ccc(CNC(=O)CN(C(=O)CCC(=O)Nc2nccs2)c2cccc(C)c2)cc1	11	1	-1	-4	-1	17	i	-7	0
Cc1ccc(NC(=O)CN2C(=O)C3C4C=CC(C4)C3C2=O)cc1S(=O)(=O)N(C)C (configuration not stated)	-2	0	-10	-9	-1	26	i	-2	-4
Cc1c(CN2CCC(n3nccc3NC(=O)c3cccc(F)c3)CC2)cnn1C	13	-2	-4	19	3	1	i	0	-6
COc1ccc(C(=O)c2ccccc2Cl)cc1OC	4	2	0	8	2	-1	i	-7	2
O=C(O)c1cccc2c1-c1ccc(Cl)cc1C2=O	17	-4	-3	10	2	-2	i	-3	-3
C=CCCC(=O)Nc1nc(C)c(-c2csc(Nc3cccc(OC)c3)n2)s1	-22	2	1	-36	4	-1	i	-2	-13
CC/C(=N/OC(=O)c1cccc(C)c1)C(=O)c1cccs1	5	0	15	0	-2	7	i	-3	3
CN(C)c1ccc(C=c2c3ccccc3n3c2c2c([n+]3C)CCCC2)cc1	-41	-18	22	-3	82*	28	i	-2	-14
C=CCN1C=C2C(=O)C(C)(OC(=O)c3cccs3)C(=O)C=C2C=C1CCCC(=O)OC (configuration not stated)	16	-1	-10	28*	3	8	i	-4	-3
COc1ccc(NC(=O)COC(=O)Cc2ccsc2)c(OC)c1	-15	-1	-3	-20	4	2	i	-1	8
CC(C)C[C@@H]1COc2cccc(N3CCSCC3)c2S(=O)(=O)N1	nt	nt	3	16	6	16	i	-2	-11
CCNCc1cc([N+](=O)[O-])ccc1OCC	-3	-4	-6	4	4	2	i	-4	0
Cc1snc(SCC(=O)c2ccc([N+](=O)[O-])cc2)c1C#N	17	3	11	9	3	-4	i	1	-2
CC(=O)Nc1ccc(S(=O)(=O)NCCC(=O)OCC(=O)NCc2ccccc2)cc1	-9	0	-4	2	3	3	i	-7	-5
Cc1cccc(NC(=O)CSCC(=O)Nc2nnc(C3CC3)s2)c1	-15	0	-4	1	5	10	i	-1	-5
COc1ccc(C(=O)CC(=O)C(=O)Nc2ccccc2)cc1	-6	0	6	-2	0	4	i	-2	-6
O=C(NCc1ccc(F)cc1)c1cccnc1	-6	1	-3	-6	1	-11	i	1	-6
CC(C(=O)N1CCCC1)N(c1ccccc1)S(C)(=O)=O (configuration not stated)	10	0	-9	-8	1	4	i	-2	-3
NS(=O)(=O)c1ccc(CCNC(=O)CN2CCN(c3ccccc3F)CC2)cc1	-20	0	-10	-4	2	6	i	-4	-6
COc1ccc(-c2csc(C(O)(c3ccccc3)C(F)(F)F)n2)cn1 (configuration not stated)	-2	-2	18	-8	0	-3	i	-9	-11
OCC1CCCN(C(=S)NCCc2ccccc2)C1 (configuration not stated)	-130	-1	-6	9	-3	-12	i	-1	-11
O=C(COC(=O)CCC(=O)c1ccccc1)Nc1nnc(-c2ccccc2)o1	-2	-3	-7	-6	-1	-2	i	0	-5
Cc1nn(CCCC(=O)N2CCN(c3ccc(F)cc3)CC2)c(C)c1[N+](=O)[O-]	-9	2	20	-1	3	-11	i	-4	2

Additional results follow.
SMILES	PABP1 MLLE inh	Rin1 Abl inh	FAS TE block	CendR NRP1 mod	MT1-MMP act inh	SKN-1 inh	Neddyl block	bovine MsrA act	E coli Lon inh
C/C(=N/NC(=O)c1ccoc1C)c1ccc(NC(=O)c2ccncc2)cc1	-12	0	-12	-2	0	20	i	-3	-13
COc1ccc([C@H]2/C=C\CN(C(=O)c3ccc(C)cc3)[C@@H](C)C(=O)N2Cc2ccc(F)cc2)cc1	8	1	30	9	-6	0	i	-9	-5
CN(CC(=O)Nc1cccc(F)c1)C(=O)c1ccc(N2CCCCCC2)c([N+](=O)[O-])c1	-4	0	20	22	1	1	i	-5	-17
CCOc1cc(CNC(=O)CN2C(=O)c3ccccc3S2(=O)=O)ccc1OC	1	2	-3	-4	9	0	i	-1	-4
Cc1cc(NC(=O)NN2CCOCC2)nn1-c1c(Cl)cc(Cl)cc1Cl	-3	-1	-7	7	-1	-12	i	-2	-8
COc1cccc(C(=O)N(Cc2ccc(N(C)C)cc2)C2CCS(=O)(=O)C2)c1 (configuration not stated)	6	1	-6	-3	4	-28	i	-3	-3
CCC(=O)Nc1nnc(S(=O)(=O)N(CC)c2ccc(Cl)cc2)s1	-2	2	-4	2	5	6	i	-2	-2
Cc1cc(C)c(OCC(=O)N/N=C/c2ccc3c(c2)OCO3)c(C)c1	12	-3	-8	7	-8	-1	i	-3	3
CCOC(=O)[C@]12CCCC=C1N(Cc1ccc(Cl)cc1Cl)C(=O)[C@H](CC(=O)NCC13CC4CC(CC(C4)C1)C3)C2	nt	nt	15	-10	-19	1	i	-2	-8
C/C(=N/NC(=S)Nc1ccccc1)c1ccc2c(c1)OCO2	26	-1	20	16	5	-1	i	-2	14
CCCOc1ccc(N2C(=O)CC(N(O)c3ccccc3)C2=O)cc1 (configuration not stated)	17	0	-7	11	6	-19	i	-3	6
O=C(NCc1cc(Cl)cc(Cl)c1)c1csc([C@@H]2C[C@H](O)[C@@H](CO)O2)n1	-3	3	-2	12	0	-9	i	-5	-6
COc1cc(/C=C2\SC(=S)N(CC(=O)Nc3ccc(O)cc3)C2=O)cc(OC)c1OC	3	0	5	-14	10	7	i	3	-15
COc1ccc(C(=O)COC(=O)/C=C/c2ccccc2)cc1	5	5	-2	4	-1	3	i	-1	6
CC1CC(C)CN(C(=O)COC(=O)c2cncc(Br)c2)C1 (configuration not stated)	-5	4	1	-4	-3	-17	i	-3	-3
CC1CCCCN1C(=O)CSc1ccc(-c2ccc(F)cc2)nn1 (configuration not stated)	7	-2	2	-2	7	-2	i	-3	-6
COc1cc(C(C)=O)ccc1OCc1cc(C(=O)N2CCSCC2)no1	-4	0	-3	17	2	0	i	-4	-1

3 entries already listed, arranged by count of non-hydrogen atoms, lowest first.
SMILES	PABP1 MLLE inh	Rin1 Abl inh	FAS TE block	CendR NRP1 mod	MT1-MMP act inh	SKN-1 inh	Neddyl block	bovine MsrA act	E coli Lon inh
CCN(CC)c1ccc(NC(=O)Nc2ccccc2)cc1	8	-2	0	5	5	-16	i	-14	0
O=C(CSc1nnc(CNC(=O)c2c(F)cccc2F)o1)NCc1ccccc1	31	3	0	10	-1	-10	i	-3	-3
COc1ccc(CNC(=O)CN(C(=O)CCC(=O)Nc2nccs2)c2cccc(C)c2)cc1	11	1	-1	-4	-1	17	i	-7	0

High-throughput results: PubChem, several laboratories
